Cardiac RTF inh: cardiac RTF calcium desensitization | inhibition, % at 7.15 µM | 0.12% of 340,000 active | IANBD-labeled cardiac RTF, Ca2+ fluorescence | P19429+P45379;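 active means inhibition above the mean inhibition of all tested compounds plus 3 SD, cut at about 17% in these data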;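 further: assay run at fixed EC70 calcium of 1.6 mM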
Rtt109 HAT inh: C. albicans Rtt109 histone acetyltransferase inhibition | Q5AAJ8 | purified Rtt109/Vps75, ThioGlo CoA-SH fluorescence, 4 h | inhibition, % at 34.9 µM | 0.16% of 330,000 active;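 active means inhibition of at least 50% in every replicate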
Target sequence (Q5AAJ8 whole entry, looked up): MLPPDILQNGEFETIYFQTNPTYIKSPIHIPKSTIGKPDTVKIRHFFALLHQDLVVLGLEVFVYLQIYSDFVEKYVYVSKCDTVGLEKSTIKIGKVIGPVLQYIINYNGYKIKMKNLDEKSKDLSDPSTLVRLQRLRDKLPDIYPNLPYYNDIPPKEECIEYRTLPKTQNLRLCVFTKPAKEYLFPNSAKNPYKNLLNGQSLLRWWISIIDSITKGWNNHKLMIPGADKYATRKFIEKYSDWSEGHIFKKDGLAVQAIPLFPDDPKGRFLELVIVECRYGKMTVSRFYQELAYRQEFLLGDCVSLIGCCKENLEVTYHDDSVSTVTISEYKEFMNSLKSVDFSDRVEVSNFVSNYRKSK
DAGLB inhibitor: diacylglycerol lipase beta (human) inhibition. Q8NCG7. HEK293T DAGLB membrane lysate, EnzChek fluorogenic substrate. inhibition, % at 5.17 µM. 0.059% of 340,000 active; in the data active means inhibition above about 34%;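 further: 0% = enzyme with vehicle and 100% = wells lacking enzyme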
Target sequence (Q8NCG7 whole entry, looked up): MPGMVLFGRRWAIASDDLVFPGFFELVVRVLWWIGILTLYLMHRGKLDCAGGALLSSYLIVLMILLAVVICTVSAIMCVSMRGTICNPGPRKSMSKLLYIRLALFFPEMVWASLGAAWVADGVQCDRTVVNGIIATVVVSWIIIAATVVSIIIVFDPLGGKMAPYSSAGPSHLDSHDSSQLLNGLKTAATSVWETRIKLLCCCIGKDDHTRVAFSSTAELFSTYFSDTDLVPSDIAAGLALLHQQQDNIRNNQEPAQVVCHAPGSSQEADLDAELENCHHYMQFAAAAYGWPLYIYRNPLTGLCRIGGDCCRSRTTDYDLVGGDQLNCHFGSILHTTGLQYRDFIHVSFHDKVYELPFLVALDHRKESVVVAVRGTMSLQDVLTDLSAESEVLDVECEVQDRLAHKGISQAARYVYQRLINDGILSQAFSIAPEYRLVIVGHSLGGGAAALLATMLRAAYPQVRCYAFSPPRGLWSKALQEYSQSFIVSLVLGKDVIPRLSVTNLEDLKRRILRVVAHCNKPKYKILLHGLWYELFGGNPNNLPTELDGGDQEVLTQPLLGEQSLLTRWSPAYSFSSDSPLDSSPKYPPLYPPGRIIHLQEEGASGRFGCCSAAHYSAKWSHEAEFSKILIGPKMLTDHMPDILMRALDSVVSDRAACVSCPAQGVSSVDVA
CAL PDZ FP-1: CAL PDZ (human) peptide binding inhibition; purified CAL PDZ, TMR-peptide fluorescence polarization, 1 h; inhibition, % at 24.9 µM; 0.92% of 300,000 active; AID 602252;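 active means mean inhibition of at least 30% with at least half of replicates also reaching 30%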;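 further: 0% = DMSO neutral control and 100% = excess unlabeled competitor peptide PRC23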
RTF Ca sens act: cardiac RTF calcium sensitization; activation, % at 7.2 µM; AID 493008; P19429+P45379; IANBD-labeled TnC RTF fluorescence at EC20 calcium; 0% EC20 calcium, 100% full calcium; 0.24% of 340,000 active;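 active means activation above the mean over all tested compounds plus 3 SD, cut at about 30% in these data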;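 further: rise in fluorescence read as greater calcium sensitivity of cardiac thin filaments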
SR-BI uptake up: enhances SR-BI lipid uptake from DiI-HDL; 0.096% of 320,000 active; CHO ldlA[mSR-BI] cells, DiI-HDL uptake fluorescence, 3 h; 100 = double the neutral-control signal; activation, % at 12.5 µM;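 active means mean replicate activation of at least 60% and every replicate at or above 60%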;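 further: 0% = median plate neutral-control signal and 100% = twice that signal; values of inactives mirror those of a sister screen read the other way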
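system = CHO ldlA[mSR-BI] cells, LDL receptor-null, SR-BI overexpressing | medium = Ham's F12 with 0.5% BSA, HEPES 25 mM, pH 7.4 | probe or stimulus = DiI-HDL 10 µg/mL | compound dosing = single-point compound dose | incubation = compound exposure 3 h, 37 °C | technique = DiI fluorescence, bottom read | read-out = cell-associated DiI fluorescence as measure of HDL uptake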
LANA DNA inh: inhibitors of KSHV LANA C-terminal domain DNA binding; 0.078% of 340,000 active; inhibition, % at 9 µM; MBP-C-LANA/FAM-LBS DNA binding, fluorescence polarization;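 active means highest replicate inhibition at or above 60% at 9 µM, even if other replicates fall short; inactive means all replicates below 60% inhibition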;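 further: 0% = neutral control wells and 100% = 4 µM acridine orange control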
Keap1 Nrf2 FP: Keap1-Nrf2 (human) interaction inhibition. 0.15% of 340,000 active. AID 504523. inhibition, % at 9.4 µM. Keap1 Kelch-Nrf2 peptide fluorescence polarization, 1536-well; in the data active means inhibition above about 12%;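 further: human Keap1 Kelch domain with fluorescein labeled Nrf2 9mer peptide probe; 0% = neutral control wells and 100% = peptide positive control; higher means more block of Keap1 binding to Nrf2 peptide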
CAL PDZ FP-2: inhibitors of human CAL PDZ peptide binding | purified CAL PDZ, TMR-peptide fluorescence polarization, 1 h | inhibition, % at 20 µM | 0.02% of 330,000 active | AID 504414;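 active means highest replicate inhibition of at least 40%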;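 further: plate controls were DMSO neutral control wells for no effect and unlabeled competitor peptide control wells for full effect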
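material = purified tagged CAL PDZ domain construct (CerCALP) | compound dosing = 20 µM, one dose | times = 1 h at RT | measured by = fluorescence polarization from S- and P-plane intensities, G-factor corrected | read-out = inhibition from polarization loss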
PKA-R2B act: PKA-R2B complex activation. P22694+P31323. PKA-R2B holoenzyme dissociation, Cy5-IP20 fluorescence polarization; R2B truncated from residue 108, S112A mutant; 0% DMSO only, 100% 113 µM cGMP. activation, % at 11.4 µM. 0.079% of 340,000 active;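 active means activation above a cutoff set at the mean over all compounds plus 3 SD, cut at about 18% in these data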;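 further: higher means more holoenzyme dissociation and a rise in polarization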
* hit, by the source's call; / = no result given. Hits appear at their usual frequency. Share with any hit: about 1.6%.

SMILES	Cardiac RTF inh	Rtt109 HAT inh	DAGLB inhibitor	CAL PDZ FP-1	RTF Ca sens act	SR-BI uptake up	LANA DNA inh	Keap1 Nrf2 FP	CAL PDZ FP-2	PKA-R2B act
CCN(CC)S(=O)(=O)c1ccc(CNC(=O)CN2C(=O)NC3(CCc4ccccc43)C2=O)cc1 (stereo not drawn)	5	4	3	-7	-5	18	4.7	2	-2.9	-1
NCCCC[C@@H]1NC(=O)[C@H](CCC(=O)O)NC(=O)c2cc([N+](=O)[O-])cc(I)c2SC[C@@H](C(=O)NCC(N)=O)NC1=O	-10	-1	0	0	8	30	-1.6	-7	0.1	0
Cc1ccccc1OCCC(=O)OCC(=O)NC1CCCCC1	-1	-3	-4	/	4	45	2.8	1	-2.5	-14
COc1ccc(N=C2NC(=O)/C(=C/C=C/c3ccccc3)S2)cc1	-13	10	1	/	3	6	0.4	0	-0.8	1
CC(=O)NC(CC(=O)NNC(=O)c1cc2ccccc2cc1O)c1ccccc1 (stereo not drawn)	-3	-2	5	-8	4	/	0.6	-4	-1.7	-9
CC1(C)CC(=O)C2=C(C1)N=C1c3ccccc3C(=O)C1C2c1ccc(Cl)cc1 (stereo not drawn)	11	0	37*	-4	4	-42	-2.2	-2	0.2	-6
CCOc1ccc(-n2nnnc2SCC(=O)c2ccccc2)cc1	-14	1	-9	-3	3	16	0.8	-4	-0.6	-9
CCOC(=O)CCCNC(=O)COC(=O)c1cc(C)cc(C)c1	-2	10	1	-1	-4	4	-0.3	2	/	-5
Cc1c(C(=O)N2CCCc3ccccc32)oc2ccccc12	2	1	-4	-6	-7	-55	-0.8	-3	-0.6	-1
CN1c2ccccc2-c2nc3ccccc3n2C1c1ccco1 (stereo not drawn)	1	4	-2	-1	3	-27	-0.8	0	-2.5	-2
O=C(COC(=O)c1cc(S(=O)(=O)N2CCOCC2)ccc1Cl)Nc1ccc2c(c1)OCO2	-4	10	-2	79*	-6	-18	0.0	-2	-2.1	-3
O=C(O)CNC(=O)c1ccc(NC(=O)/C(=C/c2ccccc2)NC(=O)c2ccco2)cc1	-6	-1	-2	-1	1	/	-0.6	2	-0.5	-3
O=C(C1CCC(=O)N(C2CC2)C1)N1CCC(Oc2cccc(C(F)(F)F)c2)CC1 (stereo not drawn)	2	-9	4	-7	-5	6	-0.8	3	-2.8	0
O=C(O/N=C1\CCS(=O)(=O)c2sccc21)c1ccc(F)cc1	0	/	1	-6	-1	6	-0.6	-4	0.0	13
Cc1cc(NC(=O)COC(=O)c2ccc(S(=O)(=O)N3CCCc4ccccc43)cc2)no1	5	-2	-3	7	3	5	0.8	2	-0.7	-11
Cc1cc(C)nc(N2CCCC(C(=O)NC3CC3)C2)n1 (stereo not drawn)	-13	-6	4	2	1	/	0.3	-5	-2.2	15
CC(=O)c1ccc(OCCCC(=O)Nc2cccc(S(=O)(=O)N(C)C)c2)cc1	9	20	1	-1	-1	12	0.3	6	1.4	2
NC(=O)c1cnn2c(C(F)(F)F)cc(-c3ccccc3)nc12	-10	2	0	-7	4	-5	0.3	-1	-5.0	7
CC(=O)c1ccc(NC(=O)CSc2nnc(-c3ccncc3)n2C2CC2)cc1	-7	-4	5	-2	-4	2	-1.2	-1	0.1	8
C=CCSC1=C(C#N)C(c2ccc(OCC)cc2)CC(=O)N1 (stereo not drawn)	4	8	3	/	1	/	-0.3	-12	-1.6	-8
COc1ccc(NC(=O)CC(c2ccc(F)cc2)c2ccc(OC(C)C)cc2)cc1 (stereo not drawn)	-9	10	-7	-3	-4	-19	0.6	4	-2.2	-2
COC(=O)c1sccc1S(=O)(=O)Nc1ccc(N2CCCCC2)cc1	0	-6	4	0	12	-16	-1.3	-3	1.3	8
CNC(=O)C1=C(C)Nc2nc3ccccc3n2C1c1ccc(F)cc1 (stereo not drawn)	2	-3	0	-2	1	3	-1.0	-8	-2.7	-7
COc1cc(NC(=O)C2COc3ccccc3O2)c(OC)cc1Cl (stereo not drawn)	10	0	-19	/	-8	-21	-0.4	-4	0.8	1
Cc1cc(C)cc(OCCN2CCOCC2)c1	-10	-4	-1	0	-5	5	-0.5	1	-0.4	-15
CC1(C)CC2(CCO1)OC(=O)CC2C(=O)Nc1c(Cl)cccc1Cl (stereo not drawn)	-7	-9	0	-1	7	-3	1.0	-4	-0.7	-8
CCOC(=O)CCc1c(C)c(C#N)c2[nH]c3ccccc3n2c1=O	1	-45	3	1	-1	-4	0.0	-5	-2.1	-13
O=C(Nc1nccs1)C1CCCN1/C=C/C(=O)C(F)(F)F (stereo not drawn)	-15	13	-1	-3	1	-18	0.0	0	-2.8	-3
COc1ccc(OC)c2sc(N(CCCN(C)C)C(=O)CCS(=O)(=O)c3ccccc3)nc12	-15	83*	-1	-3	1	44	-2.4	-4	-1.9	6
CNC(=S)N/N=C/c1ccc(C(C)C)cc1	-8	9	-1	-5	-3	-6	0.3	4	-2.6	6
CC(C)(C)c1ccc(C(=O)NCC(=O)NNC(=O)c2ccccc2O)cc1	-16	13	5	-5	-3	-90	-1.3	3	-1.5	-3
Cc1cc(C(=O)CSc2nnc(N)s2)c(C)n1Cc1cccs1	13	-1	-3	-1	1	1	-2.7	4	-0.1	11
CCCn1nnnc1NCc1ccc(CC)cc1	-6	6	-1	-4	7	17	1.1	-3	0.0	3
COc1cccc2cc(-c3nnc(SCC(=O)Nc4nc(C)cs4)n3C)oc12	-5	-3	-2	-3	0	10	0.9	-4	-1.1	0
O=C1CC(C(=O)Nc2ccc(Cl)cc2[N+](=O)[O-])C2(CCCCC2)O1 (stereo not drawn)	-18	1	0	-1	4	-6	-0.4	0	-0.8	-12
O=[N+]([O-])c1cc(-c2cnc3ccccc3n2)ccc1Oc1ccc(F)cc1	-31	1	-22	-2	0	-18	0.4	-5	-1.1	4
Cc1cc(C)c2c(n1)SCC(=O)N2CC(=O)Nc1ccc(C)c(C)c1	-1	0	-2	/	2	-14	-1.1	-1	-0.8	-4
CCN(Cc1ccccc1)C(=O)COc1ccccc1	-6	-1	-3	-9	4	/	-0.8	-9	-2.4	-4
COc1ccc(Cn2cc(F)c(=O)n(CCC(C)C)c2=O)cc1[N+](=O)[O-]	-2	-1	0	-1	5	9	0.1	-4	-0.5	-7
CCOC(=O)N1CCN(C(=O)c2cc(Cl)c(Cl)cc2C(=O)O)CC1	-9	19	0	-4	5	19	0.0	-4	/	4
CC(Oc1ccccc1)C(=O)N=Nc1c(O)[nH]c2ccc(Br)cc12 (stereo not drawn)	-6	-6	-1	/	-1	-5	-0.7	-5	-0.5	3
O=C(COc1ccc(Cl)cc1)NCCSCc1ccccc1Cl	-3	3	-20	1	2	0	0.5	-1	-0.3	-5
CC(C)(C)NC(=O)CSc1nc(Cc2ccccc2)nc2ccccc12	-4	-3	-4	-2	-6	1	0.4	-2	-1.1	-1
CCN1CCN(C(=S)Nc2ccsc2C(=O)OC)CC1	-6	0	-2	-2	-3	/	-0.8	-8	-1.1	1
O=C(CCn1c(=O)sc2ccccc21)Nc1ccon1	0	-1	3	-2	1	-9	1.2	-2	-2.0	-1
COC(=O)CSCC(=O)Nc1nnc(-c2cccc(C)c2)s1	-4	/	4	-2	-2	1	0.9	4	-3.0	-8
Cc1nc(CNC(=O)c2cc(COc3c(F)cccc3F)on2)cs1	-2	-4	-2	-4	-2	-3	0.1	-4	0.1	-3
COc1ccc(C(=O)NNC(=O)C(C)NC(=O)c2ccccc2NC(=O)c2ccco2)cc1 (stereo not drawn)	-9	1	0	-3	3	9	0.1	0	-2.0	-9
CCOC(=O)N1CCN(S(=O)(=O)c2ccc(C(=O)N(CCCN(C)C)c3nc4ccc(OC)cc4s3)cc2)CC1	6	12	-2	/	2	/	-1.0	-1	-0.6	7
CC[C@]12c3[nH]c4cc(CCC(=O)N(C)C)ccc4c3CCN1C(=O)[C@@H](CC(=O)NCc1cccc(C(F)(F)F)c1)C[C@@H]2C(=O)N1CCN(C(=O)c2ccco2)CC1	-5	2	2	-9	-3	2	1.8	-3	-0.4	-3
S=C(NCCSCc1ccc(Cl)c(Cl)c1)Nc1ccccc1	-13	-3	-2	4	1	0	1.2	-5	-1.5	-10
Cc1ccccc1C(=O)NCCNC(=O)c1cnccn1	4	6	-1	-4	-1	/	0.0	-5	-2.4	1
COc1ccc(-n2nc3c(c2NC(=O)C(C)Oc2ccccc2)CS(=O)(=O)C3)cc1 (stereo not drawn)	-5	-14	1	-5	-2	6	0.2	-4	-1.7	9
CC(=O)Nc1ccc(NC(=O)/C(=C/c2ccco2)NC(=O)c2ccccc2)cc1	0	-12	1	1	6	-14	0.4	2	-1.3	-1
O=C(NC(=S)NCCN1CCOCC1)c1ccc(Cl)cc1Cl	0	15	-3	4	0	/	-0.6	5	-2.5	-6
COC(=O)[C@]1(C)N[C@H](CN(C)C(=O)Nc2ccc(C)cc2)[C@@H]2C(=O)N(C)C(=O)[C@@H]21	1	-14	-2	12	-4	-1	2.0	-4	1.0	-9
CC(C)COc1ccc(CSCCNC(=S)Nc2ccccc2)cc1	-8	-2	-8	-5	-2	-31	1.7	-7	0.6	-5
Cc1cc(C)cc(-n2ncc3c2CCCC3NC(=O)CCCn2cncn2)c1 (stereo not drawn)	-6	6	-1	/	-2	-19	-0.1	-3	-0.6	-3
COc1ccc(/C=C/C=C2\NC(=S)NC2=O)cc1	-6	-5	0	-1	2	-21	2.1	-7	0.7	-12
COc1ccccc1N1C(=O)C2C3CC(c4ccccc4)C(C3)C2C1=O (stereo not drawn)	8	-1	-1	-6	7	10	1.6	2	-0.8	-6
COc1ccccc1NC(=O)NCC(=O)Nc1ccc(F)c(F)c1	-17	-3	2	-4	1	-24	1.5	4	-1.5	-11
CCOC(=O)N1CCN(C(=O)C2CCC(=O)N(CCCc3ccccc3)C2)CC1 (stereo not drawn)	-4	-1	-1	-3	-1	-3	0.2	1	1.1	0

Profiles, looked up by structure.
`Cc1cc(C)cc(-n2ncc3c2CCCC3NC(=O)CCCn2cncn2)c1` (stereo not drawn) across the screens: Cardiac RTF inh: -6; Rtt109 HAT inh: 6; DAGLB inhibitor: -1; CAL PDZ FP-1: /; RTF Ca sens act: -2; SR-BI uptake up: -19; LANA DNA inh: -0.1; Keap1 Nrf2 FP: -3; CAL PDZ FP-2: -0.6; PKA-R2B act: -3
`Cc1ccccc1C(=O)NCCNC(=O)c1cnccn1` across the screens: Cardiac RTF inh: 4; Rtt109 HAT inh: 6; DAGLB inhibitor: -1; CAL PDZ FP-1: -4; RTF Ca sens act: -1; SR-BI uptake up: /; LANA DNA inh: 0.0; Keap1 Nrf2 FP: -5; CAL PDZ FP-2: -2.4; PKA-R2B act: 1
